# TCR act: Activators of T cell receptors: qHTS campaign; Potency, µM (doses to about 9.22 µM), without a hit: at the top dose activation of IL-2 secretion, actives largely listed as activators; primary human leukocytes, anti-CD3, IL-2 HTRF, 48 h; 330,000 tested, under 10 active; also: % of control where 0% means no effect
#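 IL-2 release read by HTRF sandwich (Eu cryptate donor, d2 acceptor, 665 nm emission) after 48 hr exposure of primary human leukocytes to compound together with anti-CD3 beads in the absence of co-stimulatory signals.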
# a7 integrin act: qHTS for Activators of Integrin-Mediated Alleviation for Muscular Dystrophy; hit rate 0.064% among 350,000; Potency, µM (series often up to 38.3 µM), inactives show at the top dose activation, actives largely listed as activators; alpha7betagal myoblasts, beta-gal FDG fluorescence, 48 h; AID 624291, 2012;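 also: potency is read from the fitted curve at half-maximal effect; 100% = response of the positive control SU9516; nearly all actives have a fitted effect of over 60% in size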
#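 Alpha7betagal+/- myoblasts (passage 13) were plated 16-24 hr, then exposed to compounds (1:260 dilution of DMSO stock) for 48 hours at 37C. After MPER lysis, β-galactosidase reporter activity was read as FDG fluorescence (ex 480/em 540) after 30 minutes.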
# TSG101-PTAP inh: qHTS Assay for Iinhibitors of HIV-1 Budding by Blocking the Interaction of PTAP/TSG101. Fluorescence polarization, FITC-PTAP peptide / Tsg101 binding. Potency, µM (highest dose often 115 µM), without a hit: top-dose activity change, negative = inhibition, actives largely listed as inhibitors. Tumor susceptibility gene 101 protein (Homo sapiens), Q99816. 340,000 tested, under 10 active; active = well fitted inhibition curve with a large enough effect in the main read-out, with a control signal flat, not every such curve was filed as active; inconclusive = small, poorly fitted or top-dose-only effect, or effect the other way, or a change in a side signal; inactive = no such curve, though single readings can be large or run the other way; also: potency is read from the fitted curve at half-maximal effect; % of control where 0% means no effect
#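 Fluorescence polarization binding of Tsg101 binding domain (10 uM final) to FITC-labeled PTAP peptide (50 nM final) in HEPES pH 7.5 buffer with NaCl, Tween 20, EDTA, TCEP. Compounds added before peptide; binding 20 min at RT.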
# Tb PFK block: qHTS Assay to Find Inhibitors of T. brucei phosphofructokinase. ATP-dependent 6-phosphofructokinase (Trypanosoma brucei brucei), O15648. T. brucei PFK, ADP-Glo luminescence. Potency, µM (top dose mostly 57.5 µM), inactives show at the top dose activity, negative = inhibition, most hits filed as inhibitors. hit rate 0.17% among 330,000. AID 485367, 2010;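 also: potency is read from the fitted curve at half-maximal effect; 0% = uninhibited 1x PFK enzyme wells and -100% = no-enzyme wells; nearly all actives have a fitted effect of over 60% in size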
#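 PFK 1.25 nM, F6P 0.5 mM, ATP 0.1 mM, 0.1 M TEA pH 8.0, 5 mM MgCl2, 0.01% Tween20, 0.1% BSA; 45 min RT. ADP-Glo readout. qHTS titration up to 57 uM; curves fitted, compounds curve-classed.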
# TSHR antag: Antagonists of the Thyroid Stimulating Hormone Receptor: HTS campaign; hit rate 0.2% among 330,000; AID 504810, 2011; TSHR-expressing cells, TSH-stimulated cAMP HTRF, 2 h; stronger effect = lower value; activity change, negative = inhibition, % at 11.5 µM;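 active = activity change below a set negative limit, meaning inhibition stronger than a set level, cut at about -70% in these data; inconclusive = activity change between two set negative limits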; also: % is scaled to controls: 0 for no effect and ±100 for the full control effect
#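 Inhibition of cAMP made by TSHR-expressing cells under TSH stimulation (4nM final, EC80; 2 h, 37 deg C) is quantified with a one-step lysis HTRF kit, anti-cAMP cryptate versus cAMP-d2.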
# ELG1 DNA repair: qHTS screen for small molecules that inhibit ELG1-dependent DNA repair in human embryonic kidney (HEK293T) cells expressing luciferase-tagged ELG1. HEK293T ELG1-luciferase reporter, luminescence, 16 h; DNA damage induced by 5-fluorouridine. Potency, µM (titrated, usually from 46.1 µM), for the others: at the highest dose activity change, negative = inhibition, hits mostly inhibitors. hit rate 2.3% among 330,000; also: potency is read from the fitted curve at half-maximal effect; % is scaled to controls: 0 for no effect and ±100 for the full control effect; nearly all actives have a fitted effect of over 55% in size
#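 Step one: seed 2,000 cells per well. Step two: pin-transfer compound or DMSO alongside 5-fluorouridine. Step three: incubate 16 hr, 37 °C, 5% CO2. Step four: add ONE-Glo, wait 30 min, read luminescence.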
# Chronic BCR inh: qHTS Assay to Find Inhibitors of Chronic Active B-Cell Receptor Signaling; hit rate 0.05% among 340,000; Potency, µM (highest dose often 46.1 µM), inactives show at the highest dose ratio change, negative = lower green/red ratio, most hits filed as inhibitors; ABC-DLBCL IkBa-CBG/CBR reporter, luminescence ratio, 4 h; active = well fitted inhibition curve with a large enough effect in the signal ratio, with a control signal flat, not every such curve was filed as active; inconclusive = small, poorly fitted or top-dose-only effect, or effect the other way, or a change in a side signal; the % refers to the signal ratio;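 also: potency is read from the fitted curve at half-maximal effect; plate controls were basal doxycycline-induced cells for no effect and cells given 10 µM MG132 for full effect; MG132 reads +100%, hits lower the ratio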
#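 TMD8 ABC-DLBCL cells carrying doxycycline-inducible green luciferase fused to IkappaBalpha plus unfused red luciferase were exposed to compounds (up to 46 uM) for 4 hrs at 37C. Activity came from the overlap-corrected green/red luminescence ratio.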
# Mito fusion act: qHTS Assay for Small Molecule Inhibitors of Mitochondrial Division or Activators of Mitochondrial Fusion; S. cerevisiae fusion-defective mutant growth rescue, CellTiterGlo 48 h; Potency, µM (top dose mostly 46.1 µM), inactives show at the top dose growth rescue (activation), actives largely listed as activators; hit rate 0.23% among 320,000;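 also: potency is read from the fitted curve at half-maximal effect; % of control where 0% means no effect; nearly all actives have a fitted effect of over 45% in size; temperature-sensitive fusion mutants such as fzo1-1 at 37 °C on non-fermentable ethanol glycerol medium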
#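 S. cerevisiae fusion-defective temperature-sensitive mutants (e.g. fzo1-1, mgm1-5) grown 48 h at 37C in YPEG (ethanol/glycerol non-fermentable) medium with 23 nl compound per well; growth rescue read as CellTiterGlo luminescence.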
# ASM inhibitor: Inhibitors of Secretory Acid Sphingomyelinase (S-ASM): qHTS. Sphingomyelin phosphodiesterase (Homo sapiens), P17405. placental ASM, HMU-PC fluorogenic substrate, 60 min. Potency, µM (doses to about 57.5 µM), without a hit: at the top dose activity change, negative = inhibition, most hits filed as inhibitors. hit rate 0.006% among 340,000; also: potency is read from the fitted curve at half-maximal effect
# Target sequence (P17405 47-631 limits assumed): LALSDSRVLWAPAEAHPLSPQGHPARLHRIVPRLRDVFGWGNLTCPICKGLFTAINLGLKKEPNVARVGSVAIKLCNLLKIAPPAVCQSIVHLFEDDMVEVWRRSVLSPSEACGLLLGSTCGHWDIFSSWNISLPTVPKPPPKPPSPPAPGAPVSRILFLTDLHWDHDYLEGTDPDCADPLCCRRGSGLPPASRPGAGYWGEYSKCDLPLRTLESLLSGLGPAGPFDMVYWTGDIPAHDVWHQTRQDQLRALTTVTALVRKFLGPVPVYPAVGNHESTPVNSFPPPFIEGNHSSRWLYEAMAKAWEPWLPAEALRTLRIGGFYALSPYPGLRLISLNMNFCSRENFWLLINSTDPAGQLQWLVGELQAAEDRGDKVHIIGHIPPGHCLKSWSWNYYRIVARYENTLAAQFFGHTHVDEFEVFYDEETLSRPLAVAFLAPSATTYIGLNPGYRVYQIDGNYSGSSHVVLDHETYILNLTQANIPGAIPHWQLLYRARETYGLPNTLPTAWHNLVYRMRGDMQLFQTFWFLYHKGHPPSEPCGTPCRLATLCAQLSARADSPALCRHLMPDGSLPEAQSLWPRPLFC
#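 Steps: dispense placental human ASM, pin compound, wait 10 min at room temperature, add HMU-PC0 substrate at 9 uM final, incubate 60 min at 37 °C, add stop solution raising pH to 10, read fluorescence.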
# A-T KAP1 phos: qHTS Assay for Identifying a Potential Treatment of Ataxia-Telangiectasia. […] A-T fibroblasts, KAP-1 phosphorylation AlphaLISA; neocarzinostatin DNA damage 30 min before lysis. Potency, µM (top dose mostly 57.5 µM), for the others: top-dose activation, usual class: activators. hit rate 0.19% among 320,000; also: potency is read from the fitted curve at half-maximal effect; % of control where 0% means no effect; nearly all actives have a fitted effect of over 45% in size
#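 hTERT-immortalized A-T patient fibroblasts ([…]), 500 cells/well in OPTI-MEM, 1% FBS, got compounds for 60 min, then NCS for 30 min at 37C. Lysates were then assayed for phospho-KAP-1 by AlphaLISA (anti-pKAP1 donor, anti-KAP1 acceptor beads), 6 hr at 25C.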
# Eya2 phos inh: qHTS Assay for Inhibitors of the Phosphatase Activity of Eya2. recombinant Eya2, OMFP fluorescence dephosphorylation (OMFP is methylfluorescein phosphate). Potency, µM (top dose mostly 76.9 µM), inactives show at the top dose activity, negative = inhibition, hits mostly inhibitors. hit rate 0.006% among 330,000. Protein phosphatase EYA2 (Homo sapiens), O00167; also: potency is read from the fitted curve at half-maximal effect; % is scaled to controls: 0 for no effect and ±100 for the full control effect
# Target sequence (O00167 whole entry, looked up): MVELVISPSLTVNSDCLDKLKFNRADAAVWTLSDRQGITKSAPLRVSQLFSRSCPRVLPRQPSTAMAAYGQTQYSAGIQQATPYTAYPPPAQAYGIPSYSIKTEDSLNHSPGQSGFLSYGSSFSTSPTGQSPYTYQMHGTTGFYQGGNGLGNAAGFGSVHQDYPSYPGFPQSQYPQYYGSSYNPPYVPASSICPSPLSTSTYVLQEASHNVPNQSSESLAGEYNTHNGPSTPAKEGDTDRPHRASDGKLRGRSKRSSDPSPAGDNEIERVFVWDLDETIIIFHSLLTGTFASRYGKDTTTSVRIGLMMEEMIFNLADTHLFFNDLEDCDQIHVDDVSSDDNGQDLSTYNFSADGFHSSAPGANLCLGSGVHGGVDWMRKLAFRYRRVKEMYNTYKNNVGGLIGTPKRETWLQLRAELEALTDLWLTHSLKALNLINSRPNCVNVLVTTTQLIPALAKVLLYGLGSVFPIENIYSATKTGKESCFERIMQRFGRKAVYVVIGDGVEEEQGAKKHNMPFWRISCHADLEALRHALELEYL
#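 Eya2 (0.2 uM) preincubated 10 min at ambient with compound, then OMFP substrate added at 50 uM; 10 min reaction in 50 mM HEPES pH 7.5, 50 mM NaCl, 5 uM MgCl2, 0.05% BSA, 1 mM DTT. Fluorescence read at Ex 485/Em 525 nm.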
# The depositor's hits bear a star; ? = inconclusive; . = no result given; [ ] = dose if it differs, or a comment. Unless noted, calls follow the shape of the dose curve; as a rule, active = well fitted curve in the direction sought with a large enough effect; inconclusive = small, poorly fitted or top-dose-only effect, or another doubt; inactive = no such curve, though single readings can be large; an effect the other way counts as inactive or inconclusive.
SMILES,TCR act,a7 integrin act,TSG101-PTAP inh,Tb PFK block,TSHR antag,ELG1 DNA repair,Chronic BCR inh,Mito fusion act,ASM inhibitor,A-T KAP1 phos,Eya2 phos inh
COc1ccc(C2=NO[C@H]3C[C@](C(=O)NC(C)C)(S(=O)(=O)c4ccccc4)C[C@@H]23)cc1,-4%,0%,-2%,-3%,-3,-7%,-8%,2%,5%,-2%,-1%
Cc1c(Br)ccc(NC(=O)c2ccccc2[N+](=O)[O-])c1C,0%,-17%,-7%,-1%,-5,0%,0%,2%,-2%,7%,-6%
COc1cccc2cc(C(=O)C3=C(O)C(=O)N(CCN4CCOCC4)C3c3ccc(C(C)(C)C)cc3)oc12 (stereo not drawn),5%,23%,-1%,0%,-10,4%,?,1%,-27%,-1%,-15%
O=C(CSCc1ccccc1Cl)NN1C(=O)c2ccccc2C1=O,-3%,5%,-19%,6%,32,?,-2%,1%,0%,0%,3%
Cc1[nH]c2ccccc2c1C(=O)COC(=O)Cn1c(C)nc2ccccc21,9%[46.1 µM],3%,1%,7%,1,?,-5%,-8%,2%,3%,8%
Cc1c(N2C(=O)/C(=C3/C(=O)N(C)c4ccccc43)SC2=S)c(=O)n(-c2ccccc2)n1C,7%,1%[7.66 µM],-13%,5%,1,8%,-5%,0%,3%,-2%,-10%
CC(C)N1CCN(Cc2cnc(N3CCCC3)s2)CC1CCO (stereo not drawn),3%,-23%,-1%,-1%,4,5%,-11%,2%,-2%,-6%,5%
O=C1CN(C(=O)c2ccc(Cl)nc2)c2ccccc2N1,9%,-7%,-3%,0%,3,0%,?,7%,-2%,2%,4%
Cc1ccsc1C(=O)C1CCCN(Cc2cccn2-c2ccc(Cl)cn2)C1 (stereo not drawn),0%,-66%[inhibitor],-5%,1%,14,-9%,?,3%,-3%,-1%,-14%
Cc1cccn2cc(CCNC(=O)c3ccc(Br)o3)nc12,-1%,-13%,1%,-14%,8,-2%,?,0%,16%,-2%,7%
O=C(Cn1c(SCC(=O)N2CCc3ccccc32)nc2ccccc21)NC1CCCC1,-4%[46.1 µM],0%,-6%,-2%,-5,?,-4%,0%,4%,1%,-2%
O=C(c1ccccc1)c1c[nH]c(C(=O)NCCCn2ccnc2)c1,0%,21%,-3%,0%,1,-9%,1%,-1%,-4%,5%,-11%
O=C(Nc1nc(-c2ccccn2)cs1)C1CCCC1,0%,-1%,1%,-4%,0,?,?,10%,2%,-2%,8%
O=C(NCCc1ccccc1)c1ccccc1[N+](=O)[O-],0%,6%,-3%,0%,-5,?,0%,1%,0%,-3%,4%
O=C(NNC(=O)c1ncc(Cl)c(Cl)c1Cl)c1ccc(F)cc1,-2%,-27%,0%,-1%,10,19%,?,4%,-2%,0%,-17%
CCOc1ccc(/C=N/NC(=O)c2cc3c(OC)cc(OC)c(OC)c3[nH]2)cc1,3%,-26%,-9%,1%,-5,8.2µM*,?,-12%,?,-7%,-21%
CCOc1ccc2c(c1)C(C)=CC(C)(C)N2S(=O)(=O)c1ccc(NC(C)=O)cc1,.,0%,0%,1%,-12,?,?,-1%,-5%,-19%,-12%
CC(NC(=O)/C(C#N)=C/c1ccc(OCC(=O)O)cc1)c1ccccc1 (stereo not drawn),.,23%,-2%,2%,5,3%,14%,-3%,6%,-9%,13%
CC(=O)c1cccc(CN2CCCC(C(=O)Nc3ccc(-c4ccco4)cc3)C2)c1 (stereo not drawn),-3%,21%,2%,-3%,5,?,?,0%,6%,-9%,-27%
O=C(NCCc1ccc(Cl)cc1Cl)c1cncc(Br)c1,-8%,8%,0%,1%,-7,-1%,?,1%,-2%,7%,0%
COC(=O)CN1C(CN2CCOCC2)=Nc2ccc(Br)cc2C1c1ccccc1 (stereo not drawn),4%,16%,-5%,-5%,3,?,-10%,-3%,2%,-3%,-18%
C=CCc1cccc(CNc2nc3ccccc3n2CCN2CCOCC2)c1O,.,-20%[7.66 µM],2%,16%,-7,-27%,7%,5%,-5%,4%,6%
COc1ccc(/C=C2\CCc3ccccc3C2=O)cc1Cn1cccn1,.,-17%,-4%,1%,-19,-3%,?,17%,-3%,.,-11%
COc1ccccc1CC(=O)NCc1ccc2c(c1)OCO2,2%,-11%,1%,-2%,17,-17%,-1%,10%,1%,.,-6%
O=C(CNC(=O)c1sc2ccccc2c1Cl)Nc1ccccc1F,7%,0%,-3%,0%,0,?,?,4%,0%,2%,22%
C=CCn1c(-c2ccc(OC)c(OC)c2)cs/c1=N\c1ccccn1,10%[46.1 µM],-29%,-2%,1%,-9,-26%,?,15%,0%,0%,-4%
CCNS(=O)(=O)c1ccc(C(=O)Nc2ccccc2)cc1,1%,4%[7.66 µM],-5%,0%,6,17%,9%,3%,-4%,-4%,26%
C=CCn1cnc2c(c1=O)c1nc3ccccc3nc1n2/N=C/c1cccc(OC)c1,-1%,-8%,-3%,-5%,-5,21µM*,1%,7%,2%,2%,-28%
CCCCOc1ccc(/C=c2\sc3ncnn3c2=O)cc1,-16%,7%,-7%,5%,12,6%,0%,0%,38%[activator],5%,14%
CC(C)CC(=O)NC(NCC1CCCO1)C(Cl)(Cl)Cl (stereo not drawn),1%,19%,-2%,2%,8,8%,1%,2%,-4%,-5%,8%
Nc1ncnc(Nc2cccc(F)c2)n1,0%,0%,1%,0%,-3,?,2%,-2%,2%,-7%,-13%
O=C(O)c1cc([N+](=O)[O-])ccc1N1CCCCC1,13%[46.1 µM],20%,-2%,6%,13,-5%,9%,-2%,-3%,-2%,-1%
O=C(COc1ccccc1Cl)NCCNC(=O)c1ccccn1,7%,-20%,-10%,0%,3,-4%,-10%,1%,-1%,12%,9%
Cc1cc(C(=O)CN2C(=O)NC3(CCCc4sccc43)C2=O)c(C)n1-c1ccccc1 (stereo not drawn),3%[46.1 µM],-5%,-9%,1%,-2,?,-7%,?,-4%,-7%,-5%
COc1ccc(NS(=O)(=O)c2cc3c(cc2C)NC(=O)CO3)c(OC)c1,0%,-16%,-1%,-4%,-1,10%,-5%,2%,4%,6%,-1%
O=C(O)Cc1ccc(-c2ccccc2)cc1,2%,.,3%,1%,-15,11%,3%,5%,0%,-9%,-2%
C[C@]12c3[nH]c4cc(-c5ccco5)ccc4c3CCN1C(=O)[C@@H](CC(=O)NCC13CC4CC(CC(C4)C1)C3)C[C@@H]2C(=O)N1CCCCC1,-10%[46.1 µM],-41%,-3%,-7%,-14,1%,0%,.,?,-3%[11.5 µM],6%
O=C(OCCCCN1C(=O)c2ccccc2C1=O)c1n[nH]c2ccccc12,0%,11%,-5%,1%,-2,-17%,?,14%,-11%,-1%,-24%
Cn1c(CO)cnc1SCC(=O)c1ccc(Cl)cc1,-4%,7%,-3%,-1%,5,2%,2%,1%,2%,-1%,8%
CCCCCCCCCc1nc2sc3c(c2c(=O)n1NC(=O)c1ccc([N+](=O)[O-])cc1)CC(C)(C)OC3,-4%[46.1 µM],-38%,-1%,1%,-3,-10%,0%,-7%,.,-10%,1%
Cc1nc2cc(Cl)ccc2c(=O)n1Cc1ccncc1,-2%,-28%,-4%,1%,-2,11%,-3%,12%,0%,4%,-8%

# High-throughput results (PubChem BioAssay)
